# Assay outcomes from PubChem.
# GLA spleen mod – inhibits or activates alpha-galactosidase in human spleen homogenate | P06280 | human spleen homogenate, 4MU-alpha-Gal fluorescence, 40 min | Potency, µM (top dose mostly 80 µM), for inactives: top-dose activity change, negative = inhibition, actives largely listed as inhibitors | 0.008% of 240,000 active;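 further: potency means the concentration at half of the fitted maximal effect; 0% = enzyme with vehicle and -100% = no enzyme basal signal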
#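 Human spleen homogenate (1 ug) as enzyme source, 4-methylumbelliferyl-alpha-D-galactopyranoside 1 mM final, citrate/phosphate pH 5.0 with 0.01% Tween-20. Compounds 40 min at 37C, NaOH/glycine stop; fluorescence Ex 365/Em 440, Hill-fit AC50.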
# CBFb-RUNX1 inh – blocks binding between human CBF-beta and RUNX1. Q01196+Q13951. AlphaScreen CBFb-His/RUNX1-biotin binding, biochemical. Potency, µM (highest dose often 59.8 µM), without a hit: at the highest dose activity, negative = inhibition, most hits filed as inhibitors. 230,000 tested, under 10 active. AID 1477; further: % of control where 0% means no effect
# Target sequence (Q01196 whole entry, looked up): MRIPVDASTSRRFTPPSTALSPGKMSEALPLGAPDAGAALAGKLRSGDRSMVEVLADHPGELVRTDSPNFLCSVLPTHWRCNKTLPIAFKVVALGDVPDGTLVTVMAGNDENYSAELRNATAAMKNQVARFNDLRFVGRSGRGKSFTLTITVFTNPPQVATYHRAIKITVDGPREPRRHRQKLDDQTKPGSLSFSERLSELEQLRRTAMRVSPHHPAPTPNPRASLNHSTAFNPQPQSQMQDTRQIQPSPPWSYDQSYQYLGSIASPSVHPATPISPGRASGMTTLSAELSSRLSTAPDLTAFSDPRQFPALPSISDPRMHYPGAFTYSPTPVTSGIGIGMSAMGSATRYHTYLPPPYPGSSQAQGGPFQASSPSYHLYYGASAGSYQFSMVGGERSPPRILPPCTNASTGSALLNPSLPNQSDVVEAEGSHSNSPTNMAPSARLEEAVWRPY
# Target sequence (Q13951 whole entry, looked up): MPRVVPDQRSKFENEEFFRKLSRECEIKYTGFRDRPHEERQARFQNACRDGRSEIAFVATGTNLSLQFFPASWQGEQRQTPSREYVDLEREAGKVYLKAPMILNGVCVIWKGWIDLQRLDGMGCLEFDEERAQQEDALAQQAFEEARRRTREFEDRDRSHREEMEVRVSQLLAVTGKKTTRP
#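 Room-temperature protein-protein interaction test with 30 nM each of His-tagged CBF-beta and biotinylated RUNX1, 15 min with compound, then 90 min with nickel plus streptavidin beads. Signal read in AlphaScreen mode.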
# NPSR antagonist – antagonists of human neuropeptide S receptor cAMP signaling; Q6W5P4; CHO-NPSR cells, cAMP TR-FRET, antagonist mode; Potency, µM (titrated, usually from 38.3 µM), without a hit: top-dose activity change, negative = inhibition, hits mostly inhibitors; 1% of 220,000 active; further: potency means the concentration at half of the fitted maximal effect; on the % scale 0 is the no-effect control and ±100 the full control effect; nearly all actives have a fitted effect of over 50% in size; many of its hits are not listed in these tables
# TR SRC2 fluor cs – alters Texas Red total fluorescence, flagging assay interference | 0.29% of 280,000 active | TRb/SRC2 Texas Red total fluorescence interference | Potency, µM (series often up to 106 µM), for the others: at the highest dose fluorescence change, negative = quenching | AID 1479; active means well fitted curve in either direction with a large enough effect; inconclusive means small, poorly fitted or top-dose-only effect; further: potency means the concentration at half of the fitted maximal effect; on the % scale 0 is the no-effect control and ±100 the full control effect
#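 Human TRβ ligand-binding domain (0.6 uM) and Texas Red SRC2 peptide (20 nM) in Tris buffer with 1 uM T3 and 5% DMSO were incubated with pinned compound for 5 hr at ambient temperature. Total fluorescence was computed as S + 2P (555/632 nm).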
# Tau fluor cs – counter-screen for tau fibril formation inhibitors. 0.93% of 280,000 active. tau K18 P301L (four-repeat tau fragment) Alexa594 fluorescence, heparin fibrillization. Potency, µM (top dose mostly 57.7 µM), for the others: top-dose activity change, negative = decrease. AID 1463; further: potency means the concentration at half of the fitted maximal effect; on the % scale 0 is the no-effect control and ±100 the full control effect; nearly all actives have a fitted effect of over 55% in size
#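 Human K18 P301L tau (15 uM unlabeled plus 0.24 uM Alexa 594-labeled, final) in 100 mM sodium acetate pH 7 was mixed with compound and 20 uM heparin and incubated 6 hr at 37 C.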
# Epigenetic derep – derepresses silenced GFP reporter in murine cells | murine LDR cells, GFP reporter derepression, 30 h | Potency, µM (titrated, usually from 53.9 µM), for the others: at the top dose GFP activation, most hits filed as activators | 0.2% of 280,000 active; further: potency means the concentration at half of the fitted maximal effect; % of control where 0% means no effect; nearly all actives have a fitted effect of over 60% in size
#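 Derepression of a silenced CMV-GFP reporter in murine LDR cells is scored by enumerating GFP-positive cells with a laser-scanning microplate cytometer after 30 hours of treatment at 37 C.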
# Tau fibril FP – blocks human tau fibril formation measured by polarization; P10636; K18 P301L tau heparin fibrillization, Alexa594 FP, 6 h; Potency, µM (doses to about 57.7 µM), for inactives: top-dose activity, negative = inhibition, most hits filed as inhibitors; 0.39% of 280,000 active; AID 1468; further: potency means the concentration at half of the fitted maximal effect; on the % scale 0 is the no-effect control and ±100 the full control effect; nearly all actives have a fitted effect of over 55% in size
# Target sequence (P10636 561-689 P618L limits assumed): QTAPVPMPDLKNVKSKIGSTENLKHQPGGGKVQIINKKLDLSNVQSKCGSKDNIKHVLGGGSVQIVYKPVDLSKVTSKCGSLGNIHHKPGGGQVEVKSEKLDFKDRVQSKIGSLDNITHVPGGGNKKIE
#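 Human K18 P301L fragment (15 uM unlabeled plus 0.24 uM Alexa 594-labeled) in 100 mM sodium acetate pH 7 with compound, aggregation induced by 20 uM heparin for 6 hr at 37 C. ThT (30 uM) added for 1 hr, then Alexa 594 FP read.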
# TRb-SRC2 inh – TRbeta-SRC2 interaction inhibition; TRbeta-SRC2 peptide binding, fluorescence polarization; receptor liganded with 1 µM T3; 0.065% of 280,000 active; P10828; Potency, µM (top dose mostly 106 µM), inactives show at the highest dose activity change, negative = inhibition, actives largely listed as inhibitors;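 further: potency means the concentration at half of the fitted maximal effect; plate controls were bound peptide for no effect and peptide without receptor for full effect; nearly all actives have a fitted effect of over 50% in size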
#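 Polarization signal, normalized between peptide-alone and full complex controls, measured compound effects on T3-liganded human TRb LBD (0.6 uM) binding 20 nM Texas Red SRC2 peptide after 5 hr.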
# Starred values were filed as active, the others as inactive; ? = inconclusive; . = no result given; [ ] = dose if it differs, or a comment. Unless noted, the call rests on the fitted dose curve; in most records, active means well fitted curve in the direction sought with a large enough effect; inconclusive means small, poorly fitted or top-dose-only effect, or another doubt; inactive means no such curve, though single readings can be large; an effect the other way counts as inactive or inconclusive. Only part of the results is shown; count on the stated rates, not on these rows.
compound | Tau fluor cs | Tau fibril FP | NPSR antagonist | GLA spleen mod | CBFb-RUNX1 inh | TR SRC2 fluor cs | Epigenetic derep | TRb-SRC2 inh
CCOC(=O)C1(C)NC(c2cccs2)C2C(=O)N(c3ccc(OC)cc3)C(=O)C21 (stereo unspecified) | -13% | -10% | -15% | 0% | -9% | -4% | 1.1% | 1%
COc1ccc(CC(=O)O/N=C(\N)c2ccc(OC)cc2)cc1 | -15% | -1% | 6% | 7% | ? | 4% | -1.0% | -4%
CCOP(=O)(/C(C#N)=C(/O)c1ccccc1)c1ccccc1 (stereo unspecified) | -9% | -1% | 6% | 2% | 8% | 3% | -1.0% | 4%
Cc1c(NC(=O)CN2C(=O)C3C4C=CC(C4)C3C2=O)c(=O)n(-c2ccccc2)n1C (stereo unspecified) | -13% | ? | -2%[46.1 µM] | -6% | 0% | -1% | -2.0% | -23%
CC1OC(O[C@H]2CC[C@]3(C)C4C=C[C@]56OC[C@@]7(CC[C@@H](C)[C@H](C)C75)[C@H](O)C[C@@]6(C)[C@]4(C)CC[C@H]3C2(C)C)C(OC2OC(CO)C(O)C(O)C2OC2OCC(O)C(O)C2O)C(O)C1O (stereo partly specified) | 8% | 5% | ? | 8% | 4% | -2% | -1.9% | -2%
COC(=O)c1ccc(NC(=S)Nc2cccc(C)n2)cc1 | 4% | -8% | -33% | -13% | -10% | 5% | 0.0% | 8%
Cc1ccc(C2C(C(=O)c3cccs3)=C(O)C(=O)N2c2nnc(C)s2)cc1 (stereo unspecified) | 3% | 2% | -55% | 2% | -7% | -2% | -2.2% | -7%
COc1ccc(OCC(Cn2cnc3ccccc32)OC(C)=O)cc1 (stereo unspecified) | -20% | -7% | -1% | 6% | -2% | -5% | 1.1% | 3%
Cc1ccc(-c2nc(-c3cc4cccc(OCc5ccccc5F)c4oc3=O)no2)cc1 | -19% | -12% | . | . | . | -7% | -1.8% | -4%
CCOc1ccc(NC(=O)c2cnccn2)cc1 | 5% | 6% | 10%[46.1 µM] | 1% | 2% | -3% | -1.0% | -3%
CCOc1ccc(N2CC(NC(=O)/C=C\c3ccc4c(c3)OCO4)CC2=O)cc1 (stereo unspecified) | -10% | ? | . | . | . | 1% | 0.0% | 2%
COc1cc2c(cc1NC(=O)c1ccccc1C)n(C)c(=O)n2C | -15% | -11% | . | . | . | 0% | 2.4% | -6%
Cc1ccc(C(=O)NN2C(=O)CSC2=S)cc1 | -9% | -10% | 13% | -4% | 0% | 5% | 0.0% | 2%
Cc1c(NC(=O)C(C)OC(=O)/C=C/c2ccccc2)c(=O)n(-c2ccccc2)n1C (stereo unspecified) | 6% | 1% | 5% | -6% | 16% | 1% | -0.2% | -1%
Cc1ccccc1NS(=O)(=O)c1ccc2[nH]cc(C(=O)NC(C)c3ccccc3)c(=O)c2c1 (stereo unspecified) | ? | 25µM* | . | . | . | -2% | -1.1% | 0%
COc1ccc(-c2csc(/C(C#N)=C/Nc3ccc4c(c3)OCCO4)n2)cc1 | ? | 9% | -28% | 2% | 3% | 0% | 10µM* | 2%
O=S(=O)(c1ccccc1)c1nc(-c2ccco2)oc1N1CCOCC1 | -11% | -2% | -13%[46.1 µM] | 3% | -4% | 1% | 0.0% | 4%
O=C(O)C1CC(=O)N(c2ccc3c(c2)OCCO3)C1 (stereo unspecified) | -5% | -11% | -7%[46.1 µM] | 5% | 5% | 0% | -2.1% | -9%
CN=C(Nc1ccc2c(c1)OCO2)SC1CC(=O)N(c2ccccc2)C1=O (stereo unspecified) | 1% | 7% | ? | -7% | -2% | -6% | 2.4% | 1%
N#C/C(=C\c1cn[nH]c1-c1ccc(Cl)cc1)C(=O)NCc1ccccc1 | ? | ? | -28%[46.1 µM] | 1% | -1% | 0% | 0.0% | 3%
NNC(=O)CSCc1nc(-c2ccc(Cl)cc2)cs1 | -16% | -1% | -13% | 6% | 2% | -2% | 0.0% | 3%
COC(=O)COc1ccc(-c2nnc(Nc3ccc(O)cc3)c3ccccc23)cc1 | -19% | 14% | . | . | . | -5% | ? | 5%
Cc1cc(/C=N/NC(=O)c2ccc(O)cc2)c(C)n1CC(C)C | ? | -2% | 13% | -1% | -9% | -4% | 1.1% | 7%
Cc1nn(Cc2ccccc2Cl)c(C)c1NC(=O)/C=C/c1cnn(C)c1 | -16% | -8% | -9%[46.1 µM] | -5% | 3% | 1% | -1.1% | 5%
CC(C)(C)c1ccc(NC(=O)COC(=O)C2=COCCO2)cc1 | -7% | 2% | -1%[46.1 µM] | -5% | 0% | -1% | 1.7% | -6%
COc1cc(NC(=S)NCCN2CCOCC2)cc(OC)c1 | 5% | 0% | 8% | -3% | 1% | -1% | 1.0% | 3%
CN(C)C(=O)CSc1nnc(-c2cc(-c3cccs3)nc3ccccc23)o1 | -29% | -15% | -29%[46.1 µM] | 12% | -13% | 1% | ? | -28%
CC(=O)Nc1ccc(NC(=O)c2sc3nc4n(c(=O)c3c2C)CCCCC4)cc1 | 0% | 2% | 9% | 0% | 3% | -1% | -1.2% | -5%
CCn1ncc(/C=C/C(=O)NCc2cnn(C)c2C)c1C | -7% | -2% | -4%[46.1 µM] | 3% | 0% | 0% | 0.0% | -7%
Cc1ccc(CCNC(=O)c2sc3ncccc3c2-n2c(C)ccc2C)cc1 | -15% | 1% | . | . | . | -5% | -1.7% | 3%

# Next part; the last 3 above are carried over.
compound | Tau fluor cs | Tau fibril FP | NPSR antagonist | GLA spleen mod | CBFb-RUNX1 inh | TR SRC2 fluor cs | Epigenetic derep | TRb-SRC2 inh
CC(=O)Nc1ccc(NC(=O)c2sc3nc4n(c(=O)c3c2C)CCCCC4)cc1 | 0% | 2% | 9% | 0% | 3% | -1% | -1.2% | -5%
CCn1ncc(/C=C/C(=O)NCc2cnn(C)c2C)c1C | -7% | -2% | -4%[46.1 µM] | 3% | 0% | 0% | 0.0% | -7%
Cc1ccc(CCNC(=O)c2sc3ncccc3c2-n2c(C)ccc2C)cc1 | -15% | 1% | . | . | . | -5% | -1.7% | 3%
Cc1ccc2occ(CC(=O)Nc3ccc(S(=O)(=O)N4CCCC(C)C4)cc3)c2c1 (stereo unspecified) | ? | ? | . | . | . | -41% | -1.9% | 3%
COc1ccc(S(=O)(=O)N(CC(=O)O)c2ccccc2)cc1 | -9% | -4% | -17%[46.1 µM] | 2% | 11% | -2% | 0.0% | -5%
Cc1cc(C(=O)C(=O)O)c(C)n1-c1ccc(Cl)c(Cl)c1 | 4% | 10% | -1% | 0% | 1% | 1% | 1.1% | -6%
COC(=O)c1cc(NC(=O)c2ccc(Cn3cc(Cl)cn3)o2)cc(C(=O)OC)c1 | -20% | -16% | -12%[46.1 µM] | 2% | 5% | 0% | 1.0% | -4%
Cc1ccc(S(=O)(=O)N2CCCN(c3nc4cc(C)ccc4cc3C#N)CC2)cc1 | -19% | 3% | -10%[46.1 µM] | 4% | ? | -2% | -2.0% | -2%
CC(=O)N1CC(C)c2scc(C)[n+]2-c2ccccc21 (stereo unspecified) | -3% | 4% | 14% | 0% | 2% | 3% | 2.2% | 1%
COc1ccc(C(=O)/C=C/N(C)C)cc1OC | -17% | ? | -5%[46.1 µM] | 3% | -4% | -1% | -0.1% | 4%
N#Cc1c(-c2cccs2)cc(C2CC2)nc1SCC(N)=O | -7% | -8% | 0%[46.1 µM] | 7% | 3% | -1% | 2.9% | -7%
Cc1[nH]c2ccccc2c1C(=O)CSc1nc2ncc(Cl)cc2[nH]1 | -15% | -12% | -45% | 4% | -10% | -1% | 12% | -3%
CCOC(=O)C1=C(CS(=O)(=O)c2ccc(F)c(C)c2)NC(=O)NC1c1ccc(O)c(O)c1 (stereo unspecified) | -5% | -2% | -7%[46.1 µM] | -1% | -2% | 0% | 0.0% | -19%
CCOc1ccc(C(=O)OCC(=O)NC(C)C)cc1 | 8% | 1% | 11% | 6% | 6% | -2% | 0.0% | 7%
CCOCCCNC(=O)CN1C(=O)c2c(c3ccccc3n2C)C1c1ccc(OC)cc1 (stereo unspecified) | -3% | 3% | . | . | . | 1% | -1.8% | 2%

# Pulled one by one from the entries so far, 3 records:
compound | Tau fluor cs | Tau fibril FP | NPSR antagonist | GLA spleen mod | CBFb-RUNX1 inh | TR SRC2 fluor cs | Epigenetic derep | TRb-SRC2 inh
Cc1nn(Cc2ccccc2Cl)c(C)c1NC(=O)/C=C/c1cnn(C)c1 | -16% | -8% | -9%[46.1 µM] | -5% | 3% | 1% | -1.1% | 5%
CCOCCCNC(=O)CN1C(=O)c2c(c3ccccc3n2C)C1c1ccc(OC)cc1 (stereo unspecified) | -3% | 3% | . | . | . | 1% | -1.8% | 2%
CN(C)C(=O)CSc1nnc(-c2cc(-c3cccs3)nc3ccccc23)o1 | -29% | -15% | -29%[46.1 µM] | 12% | -13% | 1% | ? | -28%
